Bioassay records as filed in PubChem BioAssay.
PAFAH2 FP inh: PAFAH2 (human) inhibition | recombinant PAFAH2, FP-rhodamine activity probe, fluorescence polarization | inhibition, % at 3.39 µM | 340,000 tested, 0.99% active | AID 492956;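 active means inhibition above the mean over all tested compounds plus 3 SD, cut at about 30% in these data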;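 further: inhibitors block probe labeling of enzyme so polarization drops; 0% = enzyme with DMSO and 100% = wells lacking PAFAH2 protein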
GSTO1 counter: blocks human GSTO1 in RBBP9 counter-screen. recombinant GSTO1, activity-based probe fluorescence polarization. inhibition, % at 5.96 µM. P78417. 300,000 tested, 1.1% active;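 active means inhibition above the campaign mean inhibition plus 3 SD, cut at about 35% in these data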;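 further: 0% = GSTO1-1 with DMSO and 100% = wells lacking GSTO1-1 enzyme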
Target sequence (P78417 whole entry, looked up): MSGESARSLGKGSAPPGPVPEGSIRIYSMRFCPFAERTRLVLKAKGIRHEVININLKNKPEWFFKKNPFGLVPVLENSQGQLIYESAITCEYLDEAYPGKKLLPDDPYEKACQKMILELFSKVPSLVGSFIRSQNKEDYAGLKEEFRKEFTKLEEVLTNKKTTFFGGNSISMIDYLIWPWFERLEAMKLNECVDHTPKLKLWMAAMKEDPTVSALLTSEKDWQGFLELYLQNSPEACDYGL
PAFAH1B3 inh: PAFAH1B3 (human) inhibition. Q15102. recombinant PAFAH1B3, FP-rhodamine probe, fluorescence polarization. inhibition, % at 3.39 µM. 340,000 tested, 0.28% active. AID 492972;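 active means inhibition above the screen-wide average of all tested compounds plus 3 SD, cut at about 25% in these data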;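 further: 0% = enzyme with DMSO only and 100% = wells lacking PAFAH1B3 protein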
LYPLA2 inh: blocks human lysophospholipase 2, a PME1 counter-screen; recombinant LYPLA2, FP-Rh probe fluorescence polarization; inhibition, % at 5.9 µM; 320,000 tested, 0.38% active;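 active means inhibition above the screen-wide mean plus 3 SD, limit set per campaign, cut at about 26% in these data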;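 further: 0% = LYPLA2 with DMSO and 100% = wells lacking LYPLA2 enzyme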
EBNA-1 inhibitor: blocks EBNA-1 binding to DNA; 300,000 tested, 0.34% active; EBNA-1 DNA binding, fluorescence polarization; inhibition, % at 14.8 µM; in the data active means inhibition above about 28%
ZTA counter: blocks Epstein-Barr virus ZTA, an EBNA-1 counter-screen; P03206; ZTA-DNA binding, fluorescence polarization; inhibition, % at 11 µM; 320,000 tested, 0.15% active; in the data active means inhibition above about 33%
LYPLA1 inh: counter-screen for PME1 inhibitors: inhibitors of human LYPLA1; O75608; inhibition, % at 5.9 µM; 320,000 tested, 0.16% active; recombinant LYPLA1, FP-Rh probe fluorescence polarization;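 active means inhibition above the mean of all tested compounds plus 3 SD, set per campaign, cut at about 14% in these data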;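 further: inhibitors block serine hydrolase probe labeling of LYPLA1 so polarization falls; 0% = enzyme with DMSO and 100% = wells lacking LYPLA1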
PREPL inh: inhibitors of human prolyl oligopeptidase-like enzyme PREPL | Q4J6C6 | recombinant PREPL, fluorescence polarization activity-based probe | inhibition, % at 5.96 µM | 320,000 tested, 0.68% active | AID 2751; in the data active means inhibition above about 43%;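 further: 0% = enzyme with DMSO and 100% = wells lacking enzyme; many of its hits are not listed in these tables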
PAD4 FP inh: inhibitors of human PAD4 | inhibition, % at 6.36 µM | 330,000 tested, 0.41% active | recombinant PAD4, RCA probe fluorescence polarization;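 active means percent inhibition above a cutoff equal to the mean of all tested compounds plus 3 SD, cut at about 15% in these data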;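 further: 0% = PAD4 with RCA probe and DMSO and 100% = probe without PAD4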
Target sequence (Q9UM07 whole entry, looked up): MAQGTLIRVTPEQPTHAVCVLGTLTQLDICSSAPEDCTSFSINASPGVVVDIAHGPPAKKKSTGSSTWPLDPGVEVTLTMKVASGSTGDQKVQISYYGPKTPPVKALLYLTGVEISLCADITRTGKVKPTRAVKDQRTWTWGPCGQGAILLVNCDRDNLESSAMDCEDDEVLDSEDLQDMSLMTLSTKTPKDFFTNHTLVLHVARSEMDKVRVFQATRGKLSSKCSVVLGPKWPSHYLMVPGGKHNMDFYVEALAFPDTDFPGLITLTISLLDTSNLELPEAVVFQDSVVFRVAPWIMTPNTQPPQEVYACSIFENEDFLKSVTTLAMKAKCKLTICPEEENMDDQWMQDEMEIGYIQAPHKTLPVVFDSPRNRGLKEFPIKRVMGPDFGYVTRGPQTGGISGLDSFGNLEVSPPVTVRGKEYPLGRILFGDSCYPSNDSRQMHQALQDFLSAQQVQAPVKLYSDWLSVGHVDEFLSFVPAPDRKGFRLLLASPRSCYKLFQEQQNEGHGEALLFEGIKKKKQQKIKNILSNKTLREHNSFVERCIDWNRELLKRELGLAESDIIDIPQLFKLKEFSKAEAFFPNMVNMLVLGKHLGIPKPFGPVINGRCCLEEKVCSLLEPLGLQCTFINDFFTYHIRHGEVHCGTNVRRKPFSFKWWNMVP
Active calls of the source: *; . = not tested or not shown.

SMILES	PAFAH2 FP inh	GSTO1 counter	PAFAH1B3 inh	LYPLA2 inh	EBNA-1 inhibitor	ZTA counter	LYPLA1 inh	PREPL inh	PAD4 FP inh
Cc1c(NC(=O)NCCN2C(=O)C3C4C=CC(C4)C3C2=O)c(=O)n(-c2ccccc2)n1C (stereo unspecified)	3	9	-1	-8	-4	-7	-1	-2	0
Cc1ccc(CN2CCN(/N=C\C(Br)=C\c3ccccc3)CC2)cc1	2	4	-2	13	-4	-12	7	3	4
O=C(CSCc1nc2scc(-c3cccs3)c2c(=O)[nH]1)Nc1ccccn1	2	8	-8	-3	-10	-5	0	1	-1
CCn1c(Oc2ccccc2F)nc2c1c(=O)n(C)c(=O)n2C	10	8	4	0	0	6	-4	-6	-2
COc1ccccc1OCc1nc(-c2cccc([N+](=O)[O-])c2)no1	5	2	6	0	-5	-16	0	3	3
Cc1cc(C)n2ncc(C(=O)NCc3cccnc3)c2n1	-4	-66	1	0	-9	-2	-4	3	1
CC1(C)CC(NC(=O)C(C)(C)Oc2ccc(Cl)cc2)CC(C)(C)N1	0	3	-1	1	7	-3	0	-3	-3
O=C(c1ccco1)N1CCN(C(c2cccs2)c2nnnn2C2CCCCC2)CC1 (stereo unspecified)	11	-6	-4	1	-5	-10	-1	12	-1
COc1ccc2cc(CCNC(=O)c3cc4ccccc4o3)c(=O)[nH]c2c1	-1	-9	-2	-1	-5	2	-3	-38	-2
Cc1nn(S(=O)(=O)c2ccc(C(C)(C)C)cc2)c(C)c1S(=O)(=O)N1CCOCC1	2	6	6	-3	5	-7	0	-6	3
COc1ccc(CNC(=O)C2CCN(S(=O)(=O)c3ccc4c(c3)CC(C)N4C(C)=O)CC2)cc1 (stereo unspecified)	0	2	10	-1	8	6	2	2	2
COc1ccc(S(=O)(=O)N=C2C=C(C)C(=O)C(C)=C2)cc1	-5	8	-6	-2	2	-6	-4	8	-5
Cc1ccc([N+](=O)[O-])c(OCC(O)CNC(C)(C)C)c1 (stereo unspecified)	.	-1	.	3	-12	-10	1	8	-4
Cc1cc(C(=O)NNC(=O)c2nn(C)c(=O)c3ccccc23)c(C)o1	1	3	10	-2	-3	11	-3	1	2
Cc1ccc(CNS(=O)(=O)NCc2ccc(Cl)cc2)cc1	-3	-3	3	-2	0	10	0	-6	-1
Cc1ccc(S(=O)(=O)NCCC(=O)NC2CCC(C)CC2)cc1 (stereo unspecified)	3	.	2	0	.	-4	-2	3	-1
Cc1ccc(-n2nnnc2SCC(=O)Nc2sc(C)c(C)c2C#N)cc1C	-5	11	-1	5	2	-12	0	1	0
COc1cccc(-n2c(SCc3cc(=O)oc4cc(O)c(O)cc34)nc3ccccc3c2=O)c1	64*	27	16	-9	1	1	-13	33	5
CC(NC(=O)CCc1ccccc1)c1ccc2c(c1)OCO2 (stereo unspecified)	6	7	6	0	-31	-5	3	9	-5
CC(C)N(C(=O)CSc1nc2ccccc2n1Cc1ccccc1F)C(C)C	2	6	3	1	-4	1	-1	2	-5
COc1ccc(OC)c(-c2cc(C(=O)Nc3cc(C)on3)no2)c1	-5	2	-10	-7	2	3	-1	-10	-1
COc1ccc(N2CCN(C(c3ccco3)c3sc4nc(C)nn4c3O)CC2)cc1 (stereo unspecified)	-2	0	11	10	11	17	5	3	-6
O=C(CC1OC(=O)c2ccccc21)NCC1COc2ccccc2O1 (stereo unspecified)	5	2	6	7	-2	-26	6	-18	-2
CCOC(=O)/C(C#N)=C/c1c(OCC)n(CC)c2ccccc12	8	-3	9	1	10	8	-3	12	2
COc1ccccc1N1CCN(CC(=O)Nc2ccc(S(=O)(=O)N3CCCCCC3)cc2)CC1	-4	.	4	3	.	1	2	20	2
O=C(NC1(Cc2ccccc2)CCN(Cc2ccc(-c3ccccc3)cc2)C1=O)c1ccccc1 (stereo unspecified)	4	.	-9	-11	.	11	-12	-21	0
COc1ccccc1N=C1SCC(=O)N1c1ccccc1OC	7	4	5	2	7	-2	-2	4	3
COc1ccc(C)cc1NC(=O)c1ccoc1C	11	-5	0	9	-12	2	-3	2	-8
Cc1ccc(C(=O)N/C(=C/c2ccc(Cl)cc2)C(=O)NCC2CCCO2)cc1 (stereo unspecified)	-7	-6	2	-3	7	10	-3	7	-1
O=C(O)COc1ccccc1/C=N/NC(=O)/C(=C\c1ccc2c(c1)OCO2)NC(=O)c1ccccc1	5	10	0	2	4	12	1	7	-3
COc1ccc(NC(=O)c2oc3ccc(S(=O)(=O)N4CCOCC4)cc3c2C)cc1	-1	2	-1	7	3	18	5	2	2
O=C(CCCc1ccccc1)NCc1ccccc1	.	1	.	-5	-1	6	-1	0	-5
O=C(COC(=O)c1nsc(Cl)c1Cl)NC1CCCC1	0	0	-2	7	-10	-4	1	-1	-6
CCCCC(=O)Nc1ccc(NC(=O)c2cccs2)cn1	2	-1	-1	-2	6	2	1	-15	-7
O=c1cc(CO)oc(CN2CCN(Cc3ccccc3)CC2)c1O	-2	12	7	-4	8	12	-3	7	3
Cc1cccc(NC(=O)[C@H](Cc2ccccc2)NC(=O)OCc2ccccc2)c1	-8	0	7	-1	-4	-3	-1	-4	4
COc1ccc(S(=O)(=O)N(CC(=O)NCCSc2ccccn2)c2ccccc2)cc1	-7	-2	-4	6	0	-13	4	-5	3
Cn1c(=O)c2c(ncn2CC(=O)N/N=C/C=C\c2ccccc2[N+](=O)[O-])n(C)c1=O	.	6	.	5	-9	-4	0	-1	-7
CC1CCCC(C)N1CCCNC(=O)c1nn(C)c2c1CSc1ccccc1-2 (stereo unspecified)	0	-2	1	3	4	3	-1	4	2
Cc1ccc2nc(-c3ccncc3)cc(C(=O)Nc3ccc4c(c3)OCCO4)c2c1	6	-2	7	-2	-2	10	1	-6	-6
CCCn1c(=O)c2c(nc3n2CC(C)CN3Cc2ccccc2)n(C)c1=O (stereo unspecified)	-2	1	-6	4	0	5	-1	27	-5
O=C(Nc1ccccc1)Nc1cccc2ccccc12	-1	-4	14	2	3	-4	-2	23	-7
CCOC(=O)CC1C(=O)NCCN1C(=O)c1ccc(F)cc1F (stereo unspecified)	-2	5	-1	3	3	-6	-1	-4	-2
COc1ccc(C(=O)N2CCN(Cc3ccc4c(c3)OCO4)CC2)cc1OC	4	3	9	-6	4	-4	-2	3	0
NC(=O)c1ccc(-n2nnnc2Oc2ccc(Br)cc2)cc1	-1	-9	6	3	4	10	-3	-7	0

2 of the compounds above, in markdown.
| compound | PAFAH2 FP inh | GSTO1 counter | PAFAH1B3 inh | LYPLA2 inh | EBNA-1 inhibitor | ZTA counter | LYPLA1 inh | PREPL inh | PAD4 FP inh |
| --- | --- | --- | --- | --- | --- | --- | --- | --- | --- |
| Cc1ccc2nc(-c3ccncc3)cc(C(=O)Nc3ccc4c(c3)OCCO4)c2c1 | 6 | -2 | 7 | -2 | -2 | 10 | 1 | -6 | -6 |
| CCCn1c(=O)c2c(nc3n2CC(C)CN3Cc2ccccc2)n(C)c1=O (stereo unspecified) | -2 | 1 | -6 | 4 | 0 | 5 | -1 | 27 | -5 |

Other records follow:
SMILES	PAFAH2 FP inh	GSTO1 counter	PAFAH1B3 inh	LYPLA2 inh	EBNA-1 inhibitor	ZTA counter	LYPLA1 inh	PREPL inh	PAD4 FP inh
Cc1[nH]c2ccccc2c1C(=O)CSC(=S)N1CCCCC1	3	-9	5	-3	-11	-12	-6	-2	-3
COc1ccccc1NC(=O)N1CCCC1C(=O)NCc1ccccc1F (stereo unspecified)	-2	-3	9	-3	-3	7	2	3	-2
CCOC(=O)c1c(-c2ccc(F)cc2)csc1NC(=O)c1c(-c2ccccc2)noc1C	-8	2	1	6	4	-1	2	-11	-1
Cc1[nH]c(C)c(S(=O)(=O)Nc2cccc(Cl)c2C)c1C(=O)N1CCCC1	6	1	1	4	-5	-4	2	1	1
COc1ccc(CCNC(=O)CC(Cc2ccccc2)C(=O)O)cc1OC (stereo unspecified)	20	-2	12	-3	9	15	-2	-8	-1
Cc1ccc(-c2cc(-c3ccccc3)c3c(N)c(S(C)(=O)=O)sc3n2)cc1	-5	-4	-4	-1	-1	-3	-3	4	-1
COc1ccccc1NS(=O)(=O)c1ccc(Cl)c(NC(=O)c2sc3cc(Cl)ccc3c2Cl)c1	8	-4	-1	1	-4	-6	2	-7	-3
CN(C1CCCCC1)S(=O)(=O)c1ccccc1	9	0	7	-7	-8	-1	-3	18	1
CCOC(=O)C1(N(CC)CC)Sc2cc(C)ccc2NC1=O (stereo unspecified)	0	13	5	-4	-7	0	1	4	8
COc1ccc(N2C(=O)C(CC(=O)O)S/C2=C\C(C)=O)cc1 (stereo unspecified)	-2	1	2	3	-5	-20	2	-1	1
O=C(COc1cccc2ccccc12)Nc1nc2ccccc2[nH]1	-1	-7	7	-8	-7	-12	-5	-1	-2
CCOC(=O)C1CCN(S(=O)(=O)c2cccc(-c3cn4ccccc4n3)c2)CC1	5	0	4	-2	8	0	-5	0	0
CCOC(=O)C1CCN(C(=O)C2CCN(S(=O)(=O)c3ccc4ccccc4c3)CC2)CC1	-11	1	7	6	12	-5	-1	11	-4
Cc1ccccc1-c1cccc([C@@H]2C[C@H]3CN(Cc4cccnc4)C(=O)[C@]34CCCN24)c1	-5	3	2	8	6	6	-1	31	-4
O=C(NCC1CCCO1)c1ccc2c(c1)N(Cc1ccccc1)C(=O)CS2 (stereo unspecified)	-2	0	4	9	-12	-1	4	5	3
COCCn1c(SCC(=O)Nc2ccc(C(N)=O)cc2)nc2c([nH]c3ccccc32)c1=O	-1	6	-6	-3	-6	-12	0	11	-9
C/C(=N\NC(=O)CCCOc1ccc(Cl)cc1C)c1ccc(C)o1	8	1	7	-6	4	-3	0	-23	-1
CC(C)Cc1ccc(/C=C/C(=O)N2CCOCC2)cc1	-3	5	2	5	2	12	3	7	-3
C/C(O)=c1/cnc2nc3ccccc3n2c1=O	2	-5	8	1	-10	-7	-4	7	1
C=C(C)CSc1nnc(CCCCCNC(=O)OC(C)(C)C)o1	4	4	1	-2	-6	-33	4	5	-5
COc1ccccc1CN1CCCCCC1	-2	8	5	-1	5	-2	1	6	-3
O=C(CCS(=O)(=O)Cc1ccccc1)Nc1ncc([N+](=O)[O-])s1	8	5	4	10	0	4	0	7	-4
O=C(NN1C(=O)C2C3C=CC(C3)C2C1=O)c1ccco1 (stereo unspecified)	2	-2	3	-7	2	-2	1	-3	-3
CN(Cc1cc([N+](=O)[O-])c2cccnc2c1O)C1CCCCC1	.	14	.	4	-15	4	-2	26	-9
O=C(NCCN1CCOCC1)C1CCN(c2ncnc3c2sc2cccc(F)c23)CC1	-4	2	9	14	-15	-11	9	16	-2
Cc1cc(C)c2c(N)c(C(=O)c3ccc(Cl)c(Cl)c3)sc2n1	-1	1	-5	-1	3	4	4	10	-3
COc1cc(/C=N/NC(=O)CCC(=O)Nc2ccc(Br)cc2)ccc1O	10	1	8	-3	1	10	-1	-3	-2
Cc1cc(C)cc(N(CC(=O)NCCSCc2ccco2)S(C)(=O)=O)c1	1	-1	6	1	-8	9	-4	4	-1
COc1cccc(/C=C2\SC(=O)N(CCC(=O)NNC(=O)c3cccc(Cl)c3)C2=O)c1	2	-7	-6	-5	5	0	-5	-1	-4
CCCCCn1c(CN2CCN(C(=O)OCC)CC2)nc2c1c(=O)n(C)c(=O)n2C	19	1	-1	2	5	12	1	-8	-1
CCc1cc(C(=O)N=Nc2c(O)[nH]c3c(Br)cc(Br)cc23)c2ccccc2n1	13	75*	5	1	0	-19	-2	16	-12
Cc1ccc2nc(NCC(N)=O)nc(-c3ccccc3)c2c1	.	-4	.	5	-10	-5	1	-11	-2

A portion of the library, so the mix of outcomes need not match the whole.
